Bcl-xL primary – Bcl-xL (human) inhibition; Q07817; GST-Bcl-xL / FITC-Bim BH3 peptide fluorescence polarization; inhibition, % at 10.9 µM; 0.7% of 320,000 active; AID 2129;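 active means inhibition above the mean of all tested compounds plus 3 SD, cutoff set per campaign, cut at about 30% in these data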;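 further: 0% = DMSO wells and 100% = unlabeled Bim-BH3 peptide competitor; inhibitors lower millipolarization by displacing the labeled peptide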
Target sequence (Q07817 whole entry, looked up): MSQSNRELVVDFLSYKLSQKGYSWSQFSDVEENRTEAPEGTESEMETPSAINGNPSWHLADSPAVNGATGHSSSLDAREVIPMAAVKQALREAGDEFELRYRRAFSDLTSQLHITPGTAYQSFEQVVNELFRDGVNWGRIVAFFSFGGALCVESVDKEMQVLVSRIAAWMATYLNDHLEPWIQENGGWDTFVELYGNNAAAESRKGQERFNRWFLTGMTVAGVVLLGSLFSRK
MEX-5 binding – C. elegans MEX-5 TCR-2 RNA binding activity | MEX-5/FITC-TCR2 RNA binding, fluorescence polarization; hits give low values | 0.38% of 300,000 active | activity score (negative = inhibition of binding), % at 10 µM;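 active means inhibition past about -25% in most replicates, and total fluorescence under double the plate's negative control median, limit read from the data; inconclusive means replicates evenly split on the limit, or fluorescence at least double controls; inactive means too little inhibition in most replicates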;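 further: 0% = DMSO and -100% = 5 µM competing unlabeled TCR2 RNA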
Target sequence (Q9XUB2 whole entry, looked up): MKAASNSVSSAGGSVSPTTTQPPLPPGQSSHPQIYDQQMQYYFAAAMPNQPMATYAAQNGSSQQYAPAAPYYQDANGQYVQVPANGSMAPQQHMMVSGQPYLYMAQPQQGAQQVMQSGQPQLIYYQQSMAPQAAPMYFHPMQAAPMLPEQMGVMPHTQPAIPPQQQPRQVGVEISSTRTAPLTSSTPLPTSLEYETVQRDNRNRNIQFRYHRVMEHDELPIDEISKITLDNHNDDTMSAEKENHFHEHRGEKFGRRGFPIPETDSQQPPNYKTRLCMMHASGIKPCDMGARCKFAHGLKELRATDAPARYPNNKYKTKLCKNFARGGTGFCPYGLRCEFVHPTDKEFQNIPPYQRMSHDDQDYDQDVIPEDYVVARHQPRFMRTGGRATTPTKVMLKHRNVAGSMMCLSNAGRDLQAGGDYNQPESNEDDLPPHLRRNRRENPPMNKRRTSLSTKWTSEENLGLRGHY
MCL1 BIM primary – MCL1-BIM-BH3 interaction inhibition (human); Q07820; GST-MCL1 / FITC-Bim-BH3 fluorescence polarization; inhibition, % at 10.9 µM; 0.68% of 320,000 active; AID 2057;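 active means inhibition above the mean inhibition of all tested compounds plus 3 SD, set per campaign, cut at about 40% in these data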;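 further: 0% = DMSO wells and 100% = unlabeled Bim-BH3 peptide control; higher means more loss of mP so more displacement of Bim peptide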
Target sequence (Q07820 whole entry, looked up): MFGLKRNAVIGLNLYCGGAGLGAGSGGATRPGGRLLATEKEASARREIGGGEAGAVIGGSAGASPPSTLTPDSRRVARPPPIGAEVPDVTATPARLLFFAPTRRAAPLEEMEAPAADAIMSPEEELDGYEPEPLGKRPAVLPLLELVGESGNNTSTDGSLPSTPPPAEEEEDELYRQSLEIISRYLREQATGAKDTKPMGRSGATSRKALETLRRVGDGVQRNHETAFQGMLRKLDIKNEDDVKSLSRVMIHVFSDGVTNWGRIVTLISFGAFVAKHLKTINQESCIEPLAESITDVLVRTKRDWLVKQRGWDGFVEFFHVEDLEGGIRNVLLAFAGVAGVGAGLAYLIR
Yeast superoxide – caloric restriction mimetics inhibiting age-related superoxide in yeast; 0.18% of 330,000 active; AID 2690; superoxide response (% of plate mean), % at 10 µM; S. cerevisiae aged cells, superoxide DHE fluorescence; hits give low values;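 active means superoxide response under a set limit, about three screen SD below normal, cut at about 65% in these data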;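 further: yeast aged for seven days with compound at 30 °C before DHE staining; 100% = average MFI of all compound-treated wells on the plate with controls excluded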
VLA-4 inh – inhibition in a human VLA-4 binding assay; P13612; AID 2557; VLA-4 expressing cells, ligand binding flow cytometry; 0.2% of 330,000 active; inhibition, % (about 7 µM as worked out from the volumes in the protocol); in the data active means inhibition above about 50%
CIT2-GFP yeast – yeast TOR pathway CIT2-GFP modulation. S. cerevisiae CIT2-GFP strain, flow cytometry, 3 h; 100 means same as DMSO wells. GFP response vs DMSO, % at 10 µM. 0.065% of 320,000 active;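 active means GFP response relative to DMSO above a set limit, near the screen mean plus 3 SD, cut at about 150% in these data; inconclusive means Fewer than 70 cells measured for a yeast strain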;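 further: ratio of well median GFP fluorescence to mean of DMSO wells on the plate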
GRK2 inh – blocks RNA aptamer binding to human GRK2. inhibition of aptamer binding, % at 10 µM. 0.59% of 330,000 active. bead flow cytometry, FAM-aptamer displacement from GRK2. P25098. AID 488847;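 active means inhibition of aptamer binding above 40%, roughly 3 SD of noise, on plates passing a quality check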;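 further: median bead fluorescence of bound FAM aptamer so fluorescent compounds give negative values; no value below 0 was filed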
GLD-1 RNA inh – GLD-1-TGE RNA interaction inhibition (C. elegans); Q17339; purified GLD-1 + fluorescein TGE RNA, fluorescence polarization; inhibition, % at 5.96 µM; 0.44% of 320,000 active; AID 2280;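 active means percent inhibition above a per-plate cutoff, the plate mean of test compounds plus 3 SD, cut at about 30% in these data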;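 further: 0% = DMSO wells with GLD-1 and probe and 100% = wells lacking GLD-1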
AGP1 TOR yeast – modulators of TOR pathway AGP1-GFP in S. cerevisiae. S. cerevisiae AGP1-GFP multiplex flow cytometry, 3 h; GFP as percent of DMSO wells. GFP response vs DMSO, % at 10 µM. 0.02% of 320,000 active. AID 2066;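 active means GFP response relative to DMSO above a set limit, near screen average plus 3 SD, cut at about 150% in these data; inconclusive means fewer than 70 cells counted for the yeast strain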;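 further: median GFP channel fluorescence of the gated AGP1 strain per well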
The depositor's hits bear a star; ? = inconclusive; . = not tested or not shown; [ ] = another dose, or the depositor's remark.

1	CN1C(=O)C(=Cc2ccc(N3CCOCC3)o2)C(=O)N(C)C1=O
2	CCCCC(=O)N/N=C/c1c(O)n(-c2cccc3ccccc23)c(=O)[nH]c1=O
3	Cc1cc(C=C2C(=O)NC(=S)NC2=O)c(C)n1-c1ccc2c(c1)OCO2
4	COc1cc2ccc(=O)oc2c2ccoc12
5	Cc1nc2cc(C(F)(F)F)ccc2n1C1CCN(Cc2nnnn2CCc2ccccc2)CC1
6	O=C(COC(=O)Cc1ccccc1)Nc1cc(S(=O)(=O)N2CCCCC2)ccc1Cl
7	O=C(C1CC(=O)N(C2CCCC2)C1)N1CCC2(CC1)OCCO2 (stereo not given)
8	Cc1c(Cl)cccc1NC(=S)N1CC2CC(C1)c1cccc(=O)n1C2 (stereo not given)
9	CN1CC2=CC(O)CC3Oc4c(O)ccc(c4[C@]23C)C1 (stereo not given in full)
10	COc1cc(/C=C/[N+](=O)[O-])ccc1O
Assay by compound | 1 | 2 | 3 | 4 | 5 | 6 | 7 | 8 | 9 | 10
Bcl-xL primary | -109 | 1 | 0 | 6 | 2 | -5 | 3 | 1 | 1 | 7
MEX-5 binding | ? | -0.4 | -12 | 0.9 | -0.9 | -0.8 | 0.8 | 1.6 | 0.8 | -10
MCL1 BIM primary | -241 | 1 | -10 | 2 | -5 | -6 | 2 | 7 | -3 | 9
Yeast superoxide | 102 | 95 | 107 | 98 | 97 | 91 | 97 | 112 | 109 | 132
VLA-4 inh | 2 | 9 | 11 | 0 | 8 | 27 | -1 | . | 19 | -17
CIT2-GFP yeast | . | 109 | 102 | 82 | 88[may fluoresce red] | 88 | 106 | 106 | 96 | 77
GRK2 inh | 0 | 0 | 6 | 0 | 0 | 0 | 0 | 0 | 1 | 5
GLD-1 RNA inh | -196 | 8 | -12 | -4 | 0 | 0 | 0 | 5 | 7 | 2
AGP1 TOR yeast | . | 109 | 92 | 87 | . | 99 | 101 | 108 | 101 | 80

11	C[C@]12CCC3C(CC[C@H]4C[C@@H](O)CC[C@]34C)C1C/C(=N/O)[C@@H]2O (stereo not given in full)
12	O=C(Nc1ccccc1OC(=O)N1CCOCC1)N1CCOCC1
13	CCCCn1c(=O)c(C(=O)Nc2ccccc2F)c(O)c2ccccc21
14	Cn1c(O)c(Cc2cccc(Cl)c2Cl)c(=O)n(C)c1=O
15	C/C(CC(c1ccccc1)c1c(O)c2ccccc2oc1=O)=N\NC(N)=S (stereo not given)
16	CN(Cc1ccccc1)C(=O)CN1CCCC1=O
17	CCN1CCN(Cc2nnnn2C(C)(C)C)CC1
18	O=C(Nc1ccc(Br)cc1)N1C[C@H]2C[C@@H](C1)c1cccc(=O)n1C2
19	COc1ccc(OC)c(N2C(=O)CC(=O)NC2=O)c1
20	CC(C)(C)c1ccc(C(=O)C2CCCN(C3CCC3)C2)cc1 (stereo not given)
Assay by compound | 11 | 12 | 13 | 14 | 15 | 16 | 17 | 18 | 19 | 20
Bcl-xL primary | . | 9 | 3 | 3 | 9 | 9 | 0 | 4 | 2 | 3
MEX-5 binding | . | -1.2 | 0.2 | 1.0 | 0.7 | -1.1 | -1.8 | -0.9 | 0.5 | -0.4
MCL1 BIM primary | . | 8 | -3 | 1 | 21 | 9 | 1 | -1 | 3 | 5
Yeast superoxide | 115 | 96 | 106 | 114 | 107 | 81 | 95 | 141 | 104 | 65*
VLA-4 inh | 10 | 4 | -5 | 12 | -368 | 15 | 12 | 11 | -4 | -9
CIT2-GFP yeast | 90 | 98 | 97 | 102 | 95 | 97 | 106 | 87 | 108 | 79
GRK2 inh | 0 | 1 | 0 | 1 | 1 | 0 | 2 | 0 | 0 | 0
GLD-1 RNA inh | -4 | -1 | 8 | 2 | 1 | 1 | 2 | 7 | -3 | -8
AGP1 TOR yeast | 95 | 97 | 92 | 101 | 91 | 97 | 100 | 95 | 100 | 89

21	COc1ccccc1CNCCc1ccc(F)cc1
22	Cc1ccc(Cn2nc(C)c(C=O)c2Cl)cc1
23	NC(Cc1nc2ccccc2[nH]1)c1ccc(Cl)cc1 (stereo not given)
24	Cc1ccc(-n2c(C)cc(/C=C3\C(=O)NC(=O)N(C)C3=O)c2C)cc1C
25	CC(=O)O[C@@H]1/C=C/[C@](C)(O)C[C@@H](C)C/C=C/[C@H]2[C@@H]3O[C@]3(C)[C@@H](C)[C@H]3[C@H](Cc4ccccc4)NC(=O)[C@@]312
26	O=C(N/N=C/c1c(O)n(CCc2ccccc2)c(=O)[nH]c1=O)c1ccccc1
27	COc1ccc(C(=O)C2CCCN(Cc3ccon3)C2)c(OC)c1 (stereo not given)
28	COCCNC(=O)N1[C@H]2CC[C@@H]1C(C(=O)OC)=C(c1ccc(OC)c(OC)c1)C2
29	CC(C)OC(=O)C1C(=O)NC2(C)CC1c1ccccc1O2 (stereo not given)
30	Cc1noc(C)c1CC(=O)N1CCCC(N2CCN(c3ccccc3F)CC2)C1 (stereo not given)
Assay by compound | 21 | 22 | 23 | 24 | 25 | 26 | 27 | 28 | 29 | 30
Bcl-xL primary | 1 | 6 | 7 | 2 | 0 | -5 | 0 | 3 | 4 | 3
MEX-5 binding | -0.9 | -1.3 | 47 | -3.1 | 1.2 | -16 | -3.1 | . | 3.0 | 2.4
MCL1 BIM primary | 7 | 3 | 4 | 5 | -5 | -2 | -4 | 4 | 1 | -2
Yeast superoxide | 108 | 91 | 104 | 88 | 121 | 103 | 104 | 107 | 101 | 97
VLA-4 inh | 10 | 11 | -3 | 14 | 17 | 20 | 3 | 0 | -3 | 7
CIT2-GFP yeast | 98 | 100 | 108 | 96 | 98 | 95 | 118 | 95 | 96 | 92
GRK2 inh | 3 | 0 | 7 | 3 | 0 | 0 | 2 | 1 | 1 | 1
GLD-1 RNA inh | 6 | 3 | 5 | 0 | 4 | -17 | 2 | 5 | 0 | 1
AGP1 TOR yeast | 96 | 101 | 103 | 88 | 103 | 89 | 105 | 97 | 96 | 97

31	COc1ccc2[nH]cc(CCN(C)C)c2c1
32	CC1CCCC(C)N1/N=C/c1c[nH]c2ccc(Br)cc12 (stereo not given)
33	O=C1CC(=O)N(c2ccccc2)C(=O)N1c1ccccc1
34	CCN1C[C@]2(C)CC[C@H](OC)[C@]34C2[C@H](OC(C)=O)[C@@]2(OCO[C@@]25C[C@H](OC)[C@H]2C[C@]3(O)C5[C@H]2OC)[C@@H]14
35	O=C1NC(=O)N(c2ccc3c(c2)OCO3)C(=O)/C1=C/c1ccc(N2CCCCC2)o1
36	CCN1CCN(Cc2ccccc2C)CC1
37	CCC(=NCc1cccnc1)c1c(O)n(-c2ccc(Cl)cc2)c(=O)[nH]c1=O
38	CCCCn1c(O)c(C(C)=NCc2ccc(F)cc2)c(=O)[nH]c1=O
39	OCC12CO[C@@H]3c4ccccc4[C@H](OC1)N32 (stereo not given in full)
40	CC(C)[C@]12CC(=O)[C@H](C)[C@H]1C2
Assay by compound | 31 | 32 | 33 | 34 | 35 | 36 | 37 | 38 | 39 | 40
Bcl-xL primary | 3 | 10 | -14 | -1 | -115 | 5 | 0 | 0 | -3 | 4
MEX-5 binding | -1.3 | 1.7 | 3.0 | 2.1 | 12 | 0.0 | 2.2 | 1.8 | -3.0 | .
MCL1 BIM primary | 9 | 10 | -21 | -2 | -208 | 1 | -2 | 5 | -6 | 4
Yeast superoxide | 91 | 99 | 90 | 95 | 103 | 90 | 95 | 107 | 120 | 78
VLA-4 inh | 4 | -1 | 26 | 1 | -17 | -5 | 17 | 6 | 16 | 24
CIT2-GFP yeast | 94[may fluoresce red] | 108 | 100 | 115 | 101 | 98 | 102 | 97 | 99 | 99
GRK2 inh | 0 | 0 | 0 | 1 | 0 | 0 | 0 | 8 | 2 | 0
GLD-1 RNA inh | 2 | 6 | -14 | 1 | -190 | -2 | 1 | -1 | -5 | -5
AGP1 TOR yeast | 71[may fluoresce red] | 103 | 99 | 104 | 94 | 95 | 112 | 95 | 105 | 105

Reprinted from the part before: two entries, then new ones.
39	OCC12CO[C@@H]3c4ccccc4[C@H](OC1)N32 (stereo not given in full)
40	CC(C)[C@]12CC(=O)[C@H](C)[C@H]1C2
41	O=C(CN1C(=O)CN=C(c2ccccc2Cl)c2cc(Cl)ccc21)NCc1ccco1
42	C[N+]12CN3CN(CN(C3)C1)C2
43	COC(=O)C1=CO[C@@H](C)[C@@H]2CN3CC[C@]4(C(=O)Nc5ccccc54)[C@@H]3C[C@H]12
44	C[C@]12CCC3C(CC[C@H]4C[C@H](N)CC[C@]34C)C1CC[C@H]2O (stereo not given in full)
45	Cc1ccc(C(=O)C2CN(C)CC2C(=O)c2ccc(C)cc2)cc1 (stereo not given)
46	CC(C)(C)P(=O)(NCc1ccccc1)c1ccccc1 (stereo not given)
47	CCOc1ccc(-c2cc(C)[n+](CCN(CC)CC)c(-c3ccc(OCC)cc3)c2)cc1
48	O=c1c2ccccc2nc(-c2ccco2)n1-c1ccncc1
49	Cc1ccc(O)c(C(=O)c2cc(C(=O)NCCC(C)C)c(=O)n(CCC(C)C)c2)c1
Assay by compound | 39 | 40 | 41 | 42 | 43 | 44 | 45 | 46 | 47 | 48 | 49
Bcl-xL primary | -3 | 4 | 4 | -16 | 4 | 1 | -4 | 9 | 6 | 3 | 9
MEX-5 binding | -3.0 | . | 1.3 | -1.1 | 1.2 | 1.2 | -2.1 | 2.2 | -4.3 | -0.8 | 0.8
MCL1 BIM primary | -6 | 4 | -1 | -28 | 2 | -6 | -6 | 8 | 1 | 1 | 8
Yeast superoxide | 120 | 78 | 107 | 110 | 115 | 113 | 101 | 102 | 107 | 117 | 90
VLA-4 inh | 16 | 24 | -9 | 38 | 2 | 16 | -5 | -8 | -3 | 23 | 0
CIT2-GFP yeast | 99 | 99 | 113 | 100 | 99 | 93 | 98 | . | 91 | 90 | 90
GRK2 inh | 2 | 0 | 3 | 0 | 3 | 0 | 1 | 0 | 0 | 1 | 0
GLD-1 RNA inh | -5 | -5 | 9 | -5 | -5 | 2 | -2 | 6 | -3 | -6 | 5
AGP1 TOR yeast | 105 | 105 | 101 | 102 | 94 | 90 | 101 | 94 | 103 | 91 | 96

Some entries already given, reduced to Yeast superoxide.
| # | Molecule | Yeast superoxide |
| --- | --- | --- |
| 20 | CC(C)(C)c1ccc(C(=O)C2CCCN(C3CCC3)C2)cc1 (stereo not given) | 65* |
| 21 | COc1ccccc1CNCCc1ccc(F)cc1 | 108 |
| 22 | Cc1ccc(Cn2nc(C)c(C=O)c2Cl)cc1 | 91 |
| 23 | NC(Cc1nc2ccccc2[nH]1)c1ccc(Cl)cc1 (stereo not given) | 104 |
| 24 | Cc1ccc(-n2c(C)cc(/C=C3\C(=O)NC(=O)N(C)C3=O)c2C)cc1C | 88 |

Random excerpt: 2 compounds from above.
49	Cc1ccc(O)c(C(=O)c2cc(C(=O)NCCC(C)C)c(=O)n(CCC(C)C)c2)c1
41	O=C(CN1C(=O)CN=C(c2ccccc2Cl)c2cc(Cl)ccc21)NCc1ccco1
Assay by compound | 49 | 41
Bcl-xL primary | 9 | 4
MEX-5 binding | 0.8 | 1.3
MCL1 BIM primary | 8 | -1
Yeast superoxide | 90 | 107
VLA-4 inh | 0 | -9
CIT2-GFP yeast | 90 | 113
GRK2 inh | 0 | 3
GLD-1 RNA inh | 5 | 9
AGP1 TOR yeast | 96 | 101

Not all compounds are listed; the hit share may differ from the screen's.
